# MmCpn inh – M. maripaludis TRiC chaperonin inhibition. purified Mm-Cpn ATPase, ADP Transcreener TR-FRET. Potency, µM (highest dose often 76.9 µM), inactives show top-dose activity, negative = inhibition, hits mostly inhibitors. 0.031% of 330,000 active. AID 504842; further: potency means the concentration at half of the fitted maximal effect; on the % scale 0 is the no-effect control and ±100 the full control effect; nearly all actives have a fitted effect of over 80% in size
#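 Eu-cryptate anti-ADP/ADP-d2 competition gives a ratio inversely related to ADP. Enzyme at 25 nM was pre-exposed to compound for 10 min, then given 10 uM ATP for 30 min, 37°C throughout.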
# HepG2 tox – HepG2 cytotoxicity, counter-screen for TGF-b inhibitors; AID 588856; Potency, µM (highest dose often 46.1 µM), inactives show at the highest dose activity change, negative = cytotoxicity, actives largely listed as cytotoxic; 0.76% of 410,000 active; HepG2 CAGA-GFP viability, ATP luminescence, 18 h; further: potency means the concentration at half of the fitted maximal effect; some results filed as inactive show a strong effect at the top dose
#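 CellTiter-Glo luminescence gave cytotoxicity after 18 hours at 37 degrees C. The cells were HepG2 CAGA-GFP in 1% FBS DMEM, stimulated with 500 pg/mL TGF-beta after compound addition. %Activity was normalised to no-cell wells (complete cell-killing) and DMSO (no toxicity), and curves were fitted and classified.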
# A549 viability – kills or reduces viability of A549 cells in Nrf2 counter-screen; 0.16% of 390,000 active; AID 504648; Potency, µM (series often up to 46 µM), without a hit: top-dose activity change, negative = cytotoxicity, usual class: inhibitors; A549 ARE-Fluc cells, CellTiter-Fluor viability, 18-24 h; further: potency means the concentration at half of the fitted maximal effect; on the % scale 0 is the no-effect control and ±100 the full control effect
#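 Cytotoxicity counterscreen: CellTiter-Fluor fluorescence was measured in A549 ARE_Fluc cells after 18-24 h of compound exposure in a concentration series. The subsequent BugLite luminescent read reports ARE-luciferase activity.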
# TGFb SMAD3 inh – blocks TGF-b signaling; Potency, µM (highest dose often 46.1 µM), without a hit: at the top dose activity, negative = inhibition, hits mostly inhibitors; AID 588855; HepG2 CAGA-GFP TGF-b/SMAD3 reporter, GFP fluorescence, 18 h; TGF-beta stimulated, 500 pg/mL final; 1.2% of 410,000 active; further: potency means the concentration at half of the fitted maximal effect; on the % scale 0 is the no-effect control and ±100 the full control effect; nearly all actives have a fitted effect of over 65% in size
#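 Read-out: total well GFP (ex488/em500-530) summed from mean per-cell fluorescence. Cells: HEPG2 CAGA-GFP, 1% FBS DMEM, 18 h at 37 degrees C with 500 pg/mL final TGF-beta. Unstimulated wells served as the full-inhibition control; stimulated DMSO wells = 0%.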
# Nrf2 block – inhibitors of Nrf2 signaling; A549 ARE-Fluc reporter, luciferase luminescence, 18-24 h; Potency, µM (series often up to 46 µM), inactives show top-dose activity change, negative = inhibition, actives largely listed as inhibitors; AID 504444; 2.1% of 360,000 active; further: potency means the concentration at half of the fitted maximal effect; on the % scale 0 is the no-effect control and ±100 the full control effect; nearly all actives have a fitted effect of over 60% in size
#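 Two sequential reads on A549 ARE_Fluc cells exposed to compound for 18-24 h: a CellTiter-Fluor fluorescence read for viability, then a luciferase luminescence read for Nrf2/ARE activity.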
# Abeta rescue – compounds reversing amyloid beta toxicity in yeast; yeast expressing A-beta42, growth rescue, OD600, 48 h; response scale: 0% DMSO, 100% iron-clioquinol control; 0.063% of 410,000 active; Potency, µM (highest dose often 46.1 µM), without a hit: at the top dose growth rescue, usual class: activators; further: potency means the concentration at half of the fitted maximal effect; nearly all actives have a fitted effect of over 55% in size
#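 Yeast A-beta toxicity model in growth medium with pinned compounds, 48 h at 30 C; growth read as absorbance at 600 nm. Normalized to FeCl3/clioquinol equimolar mix (positive) and DMSO (negative).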
# Nrf2 activator – activates Nrf2 signaling. AID 624171. 0.31% of 410,000 active. Potency, µM (titrated, usually from 46.1 µM), inactives show at the highest dose activation, most hits filed as activators. AREc32 ARE-luciferase reporter (MCF7-derived line), luminescence, 24 h; further: potency means the concentration at half of the fitted maximal effect; % of control where 0% means no effect; nearly all actives have a fitted effect of over 65% in size
#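 Quantitative high-throughput format: AREc32 reporter cells, 1000 per well, received compound by pin transfer and were incubated 24 hr at 37 deg C, 5% CO2, before Steady-Glo luminescence detection.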
# CCT chaperon mod – modulators of cytosolic chaperonin (CCT/TRiC) activity | purified chaperonin ATPase assay, HTRF ADP detection, 30 min | activity change, % (test concentration not listed), hits read low | 0.3% of 360,000 active | AID 651819; in the data active means activity change below about -30%; further: on the % scale 0 is the no-effect control and ±100 the full control effect
#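 TRiC (40 or 20 nM final, by batch activity) in 30 mM Tris pH 7.4, 100 mM KCl, 5 mM MgCl2, 1 mM DTT was treated with compound at 76 uM single dose, then 10 uM ATP, 30 min at 37 °C. ADP was read by HTRF Transcreener.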
# pAkt inh – Akt phosphorylation inhibition; Neuro2A IGF-stimulated pAkt S473 HTRF, 20 min; hits give low values; activity change, % for hits at 50 µM; 0.32% of 360,000 active; AID 651550; in the data active means activity change below about -80%; inconclusive means mostly about -51% to -80%; further: on the % scale 0 is the no-effect control and ±100 the full control effect
#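 Neuro2A cells in DMEM with 0.5% FBS, overnight at 37 deg C, given compound at single 50 µM final, then IGF (6 nM final) for 20 min at 37 deg C. Lysed; phospho-Akt Ser473 by HTRF after 24 h, 665/615 ratio.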
# * marks the source's active call; other numbers are inactive results; i = inactive; ? = inconclusive; · = not tested or not shown; [ ] = another dose, or the depositor's remark. Unless noted, the call rests on the fitted dose curve; in most records, active means well fitted curve in the direction sought with a large enough effect; inconclusive means small, poorly fitted or top-dose-only effect, or another doubt; inactive means no such curve, though single readings can be large; an effect the other way counts as inactive or inconclusive.
# Under each structure: A549 viability, CCT chaperon mod, Nrf2 activator, HepG2 tox, MmCpn inh, Nrf2 block, TGFb SMAD3 inh, Abeta rescue, pAkt inh
COc1cc(C(=O)NCC(=O)N2CCN(S(=O)(=O)c3ccccc3C(F)(F)F)CC2)cc(OC)c1OC
    -1%, -3.2, -0.4%, 7%, 0%, -8%, -16%, 9%, i
O=C(c1ccco1)N1CCN(C(=O)C(Cc2ccccc2)NS(=O)(=O)c2cccs2)CC1 (centres undefined)
    5%, -0.7, -0.5%, -13%, -4%, -2%, 3%, 3%, i
COc1cc2c3c(c1)C1(C(=O)N3C(C)(C)C=C2C)C(C#N)=C(N)Oc2cc(C)oc(=O)c21 (centres undefined)
    -9%, -1.2, 7.6%, 5%, -3%[15.4 µM], 3%, 10%, 17%, ·
CCOc1ccccc1CNC(=O)CCCn1nc(C)c2sc3ccccc3c2c1=O
    1%, ·, -0.5%, 2%, ·, ?, 34%, -3%, ·
Cc1cccc(Oc2ccc3c(c2)Oc2ccccc2NC3=O)c1
    7%, ·, -0.7%, -49%, ·, 3%, ?, -4%, ·
CCCC(=O)Nc1ccccc1NC(=O)c1cc(OC)c(OC)c(OC)c1
    -2%, -0.1, 0.0%, -14%, -2%, -1%, 1%, 26%, i
CCn1c(=O)c2cc(C(=O)N(C)CC(OC)OC)sc2c2ccccc21
    21%, 0.2, 4.1%, -39%, -3%, -19%, 4%, -6%, i
CCOC(=O)c1nn(-c2ccccc2F)c(C)c1C(C)=O
    -1%, -0.6, -0.8%, 6%, 1%, 16%, 18%, 7%, i
CC1(C)CC(NC(=O)c2ccccc2Cl)CC(C)(C)N1
    0%, -1.0, 0.4%, 6%, -1%, 3%, 27%, 1%, i
CC(C)c1nccn1CCC(=O)O
    2%[1.84 µM], -1.9, -0.2%, -2%, 4%, 2%, -29%, 5%, i
O=C1c2ccccc2C(=O)N1c1ncn[nH]1
    -5%, -2.8, -0.5%, -7%, 1%, -6%, 4%, 26%, i
COc1ccc(OC)c(NC(=O)C2CC(=O)N(c3ccccc3)C2)c1 (centres undefined)
    8%, -2.1, 0.0%, -1%, -2%, 2%, 5%, -1%, i
Cc1ccc(CN(C(=O)c2ccccc2F)c2ccccn2)o1
    -4%, ·, 3.4%, -11%, ·, 14%, -3%, -11%, ·
CSc1ccc(S(=O)(=O)NCC(=O)OCC(=O)N(C)Cc2ccccc2)cc1[N+](=O)[O-]
    1%, 0.9, -0.9%, 0%, -1%, 1%, 20%, 3%, i
O=C(NCc1ccccc1)C(c1ccccc1)N(C(=O)c1csnn1)C1CCCC1 (centres undefined)
    3%, -7.0, -0.1%, -6%, 1%, 3%, -5%, 1%, i
Cc1cc(Nc2cccc(Cl)n2)n(-c2ccccc2)n1
    13%, -1.8, 2.5%, -33%, -1%, 2%, ?, 13%, i
COC(=O)CCCn1cc(CN2CC(N3CCCCC3)CS2(=O)=O)nn1 (centres undefined)
    ·, 0.7, -0.4%, ·, ·, ·, ·, -8%, i
Nc1ccccc1SCc1csc(-c2ccc(Cl)cc2)n1
    2%, 1.2, 8.8%, -8%, -5%, ?, -30%, 3%, i
COc1cc(C)ccc1OCCSc1nc2ccc(NC(=O)c3ccc(F)cc3)cc2s1
    5%, ·, -0.6%, -6%, ·, 6%, -1%, 0%, ·
C/C(=N\NC(=S)NCCc1ccccc1)c1cccs1
    ?, -3.1, -0.1%[9.22 µM], -24%, 1%, 7%, ?, 4%, i

# 4 successive entries out of the list so far, quoted:
# Under each structure: A549 viability, CCT chaperon mod, Nrf2 activator, HepG2 tox, MmCpn inh, Nrf2 block, TGFb SMAD3 inh, Abeta rescue, pAkt inh
COC(=O)CCCn1cc(CN2CC(N3CCCCC3)CS2(=O)=O)nn1 (centres undefined)
    ·, 0.7, -0.4%, ·, ·, ·, ·, -8%, i
Nc1ccccc1SCc1csc(-c2ccc(Cl)cc2)n1
    2%, 1.2, 8.8%, -8%, -5%, ?, -30%, 3%, i
COc1cc(C)ccc1OCCSc1nc2ccc(NC(=O)c3ccc(F)cc3)cc2s1
    5%, ·, -0.6%, -6%, ·, 6%, -1%, 0%, ·
C/C(=N\NC(=S)NCCc1ccccc1)c1cccs1
    ?, -3.1, -0.1%[9.22 µM], -24%, 1%, 7%, ?, 4%, i

# Additional records:
# Under each structure: A549 viability, CCT chaperon mod, Nrf2 activator, HepG2 tox, MmCpn inh, Nrf2 block, TGFb SMAD3 inh, Abeta rescue, pAkt inh
Cc1cccc(NC(=S)N(CCN2CCOCC2)Cc2cc3cc4c(cc3[nH]c2=O)OCO4)c1
    -4%, -2.1, -0.2%, 7%, -3%, 5%, 19%, -2%, i
CN(C)c1ccc2cc(S(=O)(=O)O)cc(O)c2c1
    4%, -1.5, -0.3%, -1%, ·, 0%, -4%, -1%, i
COc1ccc(C(=O)Cc2ccc(F)cc2)c(OC)c1
    14%, -1.8, 2.7%, 4%, 1%, 10%, ?, 3%, i
CCCOC(=O)c1c(NC(=O)C2C3C=CC(C3)C2C(=O)O)sc2c1CCC(C)C2 (centres undefined)
    -8%, -0.1, -0.4%, -2%, 2%, ?, -8%, -10%, i
COc1ccccc1NC(=O)CSc1nnc(COc2ccc(Cl)cc2)n1Cc1ccco1
    ?, 2.5, 2.9%, -26%, -2%, ?, -2%, 14%, i
Cc1ccc(NC(=O)CSc2nc3ccc(NC(=O)c4cccs4)cc3s2)cc1
    -2%, ·, 0.7%, -24%, ·, -14%, -5%, 4%, ·
C=C(C)C(=O)Nc1cccc(C2=NOC3(C2)C[C@H](C(N)=O)N(C(=O)CC#N)C3)c1 (some centres undefined)
    -1%, -0.4, -0.5%, 5%, 1%, 14%, 0%, -3%, i
CCS(=O)(=O)C1=NN2C(=N)/C(=C\c3ccc(OS(=O)(=O)c4ccccc4)cc3)C(=O)N=C2S1
    -3%, -4.4, 0.5%, 12%, -1%, 1%, 25%, 11%, i
CC1(OC(=O)CCc2ccccc2)C(=O)C=C2C=C(c3ccc(C#N)cc3)N(CC3CC3)C=C2C1=O (centres undefined)
    -10%, -1.8, 2.5%, -3%, -8%, -14%, 0%, -8%, i
COc1ccc(-c2cc(-c3cccs3)nc(OC)c2C#N)cc1OC
    0%, -0.2, 21%, -21%, -1%, -24%, -5%, 6%, i
CCCOc1ccc(N2C(=O)CC(NCc3cccnc3)C2=O)cc1 (centres undefined)
    4%, 0.4, -0.4%, -11%, -3%, 2%, -8%, 2%, i
COc1ccc(C(=O)NC2CCN(CC(=O)NC3CCCCC3)CC2)cc1
    0%, -1.6, 0.4%, -7%, 1%, 5%, -3%, -11%, i
Cc1nn(CC(=O)Nc2ccc(C(=O)N3CCCCC3)cc2)c(=O)c2ccccc12
    -2%, -1.9, -0.2%, -11%, -1%, ·, -5%, 6%, i
Cc1cccc(-n2ncc3c2CCCC3NC(=O)CCN2CCCCO2)c1C (centres undefined)
    -6%, 0.0, -0.5%, 10%, 0%, ?, -12%, 3%, i
CCN1CCN(C(=O)c2c(-c3c(Cl)cccc3Cl)noc2C)CC1
    2%, -1.0, -0.7%, 2%, 2%, 7%, 8%, -1%, i
C[C@H](CO)N1C[C@H](C)[C@@H](CN(C)Cc2ccc(-c3ccccc3)cc2)Oc2c(NS(=O)(=O)c3cn(C)cn3)cccc2C1=O
    0%, -3.9, -1.0%, 3%, 2%, -5%, 3.2µM*, 21%, i
Nc1nc(COc2ccc(Cl)cc2)cs1
    1%, -0.9, 2.3%, -24%, -1%, -1%, 1%, -39%[inhibitor], i
Cc1ccc2nc(N/C(N)=N/S(=O)(=O)c3ccc([N+](=O)[O-])cc3)nc(C)c2c1
    4%, -1.9, 0.0%, 4%, 1%, -15%, -4%, -13%, i
O=C(NCC1CC1)NC(=O)c1c(F)cccc1Cl
    1%, 0.3, -0.1%, 0%, 0%, 1%, -13%, -4%, i
COCCCN(C(=O)C(C)Oc1ccc(Br)cc1)c1c(N)n(Cc2ccccc2)c(=O)[nH]c1=O (centres undefined)
    4%, -2.5, 1.5%, 8%, 2%, 0%, -5%, 3%, i
O=C(CSc1c[nH]c2ccccc12)N1CCOCC1
    14%, -5.4, 0.4%, -7%, 1%, 26%, 0%, 8%, i
CCCOc1ccc(-c2c(C(=O)N/N=C(\C)c3ccco3)nnn2-c2nonc2N)cc1
    5%, -0.2, 8.8%, -5%, -1%, -3%, 2%, -17%, i
O=C(NCc1ccccc1)C1CCCN(S(=O)(=O)c2ccc(-n3cnnn3)cc2)C1 (centres undefined)
    1%, 0.4, -0.5%, 16%, 1%, -12%, -4%, 5%, i
CCOCCCNC(=O)c1c(N)n(-c2ccc(S(N)(=O)=O)cc2)c2nc3ccccc3nc12
    -1%, 1.1, 0.2%, 20%, ?, 16%, 0%, 10%, i
FC(F)(F)c1cc(-c2ccco2)nc(NCCc2ccccc2)n1
    ?, 0.4, 28%, -26%, -1%, ?, -24%, 17%, i
CN(Cc1nc(CCc2ccccc2)no1)Cc1cccs1
    -2%, 1.3, 2.7%, -10%, 1%, ?, -1%, -3%, i
CCn1c(CSCc2ccc(F)cc2)nnc1SCC(=O)N1CCN(c2ccccc2)CC1
    -12%, -1.5, 6.1%, -4%, 1%, ?, -8%, 15%, i
CC(CN1CCOCC1)OC(=O)COc1ccc(F)cc1 (centres undefined)
    -10%, 0.6, -0.3%, -12%, 1%, 19%, -1%, 17%, i
O=C(O)CCCNS(=O)(=O)Cc1ccccc1
    0%, -1.5, -0.2%, 3%, 2%, ?, -3%, -4%, i
COc1ccc(N(C(=O)CNC(=O)c2cccs2)C(C(=O)NC2CCCC2)c2cccnc2)cc1 (centres undefined)
    1%, -1.9, 0.4%, 1%, 1%, -4%, -1%, -4%, i

# Assay outcomes: PubChem, National Center for Advancing Translational Sciences (NCATS)
